Screening results deposited in PubChem by SRMLSC.
HUVEC inhibit: human endothelial cell proliferation inhibition; HUVEC proliferation, CellTiter-Glo luminescence, 72 h; hits give low values; AID 648; 1.1% of 86,000 active; viability, % at 10 µM (by protocol);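 active means viability at or below 30%; inactive means viability above 30%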;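 further: 100% = median luminescence of DMSO-only cell control wells on each plate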
PostGolgi ctrl: growth of the yeast control strain, post-Golgi counter-screen; efflux-deficient yeast background strain, growth absorbance A615, 16 h; inhibition, % at 10 µM; 5% of 98,000 active; AID 738; in the data active means inhibition above about 30%
Lung fibro prol: blocks proliferation of human lung fibroblasts; LL 47 human lung fibroblast viability, ATP luminescence; hits give low values; viability, % at 10 µM; 1.1% of 85,000 active; AID 719;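 active means viability at or below 50% in the single dose screen; inactive means viability above 50%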;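 further: compound exposure lasted 72 h before the ATP readout; 100% = median luminescence of untreated cell-only wells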
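test system = LL 47 human lung fibroblasts | amount = 1,150 fibroblasts seeded per well | medium = 15% FBS in IMEM | times = overnight cell rest, 72 h compound treatment at 37 °C | measured by = CellTiter-Glo luminescence measuring cellular ATP | read-out = viability percentage against median untreated-cell control | benchmarks = cell-only wells, no compound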
H69AR growth 86K: growth inhibitors of human H69AR lung tumor cells; H69AR lung tumor viability, ATP luminescence, 72 h; hits give low values; viability, % at 10 µM; 6% of 85,000 active;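 active means viability at or below 40%; inactive means viability above 40%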;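 further: multidrug resistant small cell line overexpressing MRP-1 efflux transporter; 100% = mean luminescence of untreated control wells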
Starred values were filed as active, the others as inactive; / = no result given.

The opening 5 entries as a preview:
canonical_smiles	HUVEC inhibit	PostGolgi ctrl	Lung fibro prol	H69AR growth 86K
CN(C)c1nc(N(C)C)nc(N(C)C)n1	104	/	101	81
CCSC(SCC)[C@H](O)[C@@H](O)[C@H](O)[C@H](O)CO	101	/	101	95
c1cncc(-c2nc(Oc3ccc(-c4nnco4)cc3)c3c4c(sc3n2)CCCC4)c1	88	/	92	75
CCOc1ccc(NC(=O)C2CCCN(S(=O)(=O)c3c(C)n[nH]c3C)C2)cc1 (centres undefined)	87	/	96	84
CCn1nc(C(=O)O)c(=O)c2cc3c(cc21)OCO3	99	/	103	92

Results, repeating the preview:
canonical_smiles	HUVEC inhibit	PostGolgi ctrl	Lung fibro prol	H69AR growth 86K
CN(C)c1nc(N(C)C)nc(N(C)C)n1	104	/	101	81
CCSC(SCC)[C@H](O)[C@@H](O)[C@H](O)[C@H](O)CO	101	/	101	95
c1cncc(-c2nc(Oc3ccc(-c4nnco4)cc3)c3c4c(sc3n2)CCCC4)c1	88	/	92	75
CCOc1ccc(NC(=O)C2CCCN(S(=O)(=O)c3c(C)n[nH]c3C)C2)cc1 (centres undefined)	87	/	96	84
CCn1nc(C(=O)O)c(=O)c2cc3c(cc21)OCO3	99	/	103	92
COc1cccc(C2/C(=C(/O)c3ccncc3)C(=O)C(=O)N2CCCN(C)C)c1 (centres undefined)	104	/	106	87
Cc1ccc2c(=O)c(CN(C)C3CCN(C)CC3)c(C)[nH]c2c1C	97	/	97	96
CN(C)CCCN1C(=O)C(=O)/C(=C(/O)c2ccc(OCc3ccccc3)cc2)C1c1cccnc1 (centres undefined)	89	/	97	105
CCCC(=O)N1CCN(c2ccc(C(=O)c3ccc(OC)c(Br)c3)cc2F)CC1	90	/	99	88
CCOC(=O)CCc1nn(C)c(=O)c2ccccc12	122	/	108	98
COC(=O)c1ccccc1NC(=O)Cn1cnc2c1c(=O)n(C)c(=O)n2C	91	/	99	111
COc1ccc(C2/C(=C(\O)c3ccc4c(c3)OCCO4)C(=O)C(=O)N2CCCN(C)C)c(OC)c1 (centres undefined)	100	/	102	108
C=CCOC(=O)C(C#N)c1nc2ccccc2nc1N1CCN(c2ccccc2OCC)CC1 (centres undefined)	86	/	93	85
CCN(CC)CCNc1nc2c(c(=O)[nH]c(=O)n2C)n1CCOc1ccccc1	98	/	102	80
Cc1ccn2cc(-c3ccc(S(=O)(=O)N4CCOCC4)cc3)nc2c1	95	/	106	90
CCC(=O)N1c2ccccc2-c2nnc(SC)nc2OC1c1ccc(N(C)C)cc1 (centres undefined)	92	/	103	76
CCN(Cc1cc2cccc(C)c2[nH]c1=O)C(=O)c1ccccc1OC	112	/	97	85
Cn1c(O)c(C=Nc2ccc(Cc3ccncc3)cc2)c(=O)n(C)c1=O	103	/	102	92
CC1Cc2ccccc2N1C(=O)CCn1c(=O)sc2ccccc21 (centres undefined)	81	/	99	89
Cc1cc(NC(=O)CSc2nnc3c(C)cc4cc5c(cc4n23)OCO5)no1	91	/	103	80
CCCn1c(=O)c(C(=O)Nc2c(C)n(C)n(-c3ccccc3)c2=O)c(O)c2ccccc21	89	/	83	89
Cc1nc2c3c(-c4ccccc4)c(-c4ccccc4)oc3ncn2n1	94	/	94	65
Cc1ccc(-n2nc(C)c(C3C(C#N)=C(N)OC4=C3C(=O)CC(C)(C)C4)c2Cl)cc1 (centres undefined)	63	/	80	24*
CC(C)n1c(SCC(=O)N2CCCc3ccccc32)nc2c1c(=O)n(C)c(=O)n2C	107	/	91	93
Cc1cc(Nc2ccccc2F)n2nc(C)nc2n1	107	/	95	98
O=c1c2ccccc2nc(SCc2nnc(-c3ccccc3)o2)n1-c1ccccc1	91	/	92	86
O=C(C1=C(O)C(=O)N(CCCN2CCOCC2)C1c1ccccn1)c1cccs1 (centres undefined)	94	/	98	97
Cc1cccn2c(=O)c3cc(C(=O)NC(C)c4ccccc4)c(=N)n(CCCn4ccnc4)c3nc12 (centres undefined)	65	/	68	12*
C=CCc1ccccc1OCC(O)CNC(C)C (centres undefined)	98	/	95	94
CCC(c1nnnn1Cc1ccco1)N(CCc1ccccc1)Cc1cc2cc(C)ccc2[nH]c1=O (centres undefined)	76	/	88	22*
COc1ccc(NC(=O)CCNS(=O)(=O)c2cccc3nsnc23)cc1OC	97	/	106	88
CN(C)c1ccc(C(=O)OCC(=O)c2cccs2)cc1	100	/	110	91
Cc1cc(C)c2c(n1)nn1c(N3CCN(Cc4ccccc4)CC3)cc(C)nc21	80	/	86	55
Cc1cccc(NS(=O)(=O)c2cnc[nH]2)c1	87	/	104	100
CN(Cc1ccccc1)c1nnc(N)s1	101	/	94	100
CC1CCCN(S(=O)(=O)c2ccc(S(=O)(=O)N3CCCN(Cc4ccccc4)C3)cc2)C1 (centres undefined)	41	/	85	31*
CNCCCC1c2ccccc2C=Cc2ccccc21	81	/	89	56
Cc1ccc(-c2nn(-c3ccccc3)c3[nH]c(=O)c(CNCCN(C)C)cc23)cc1	43	/	74	17*
COc1cccc(C2/C(=C(\O)c3c(C)nc4c(C)cccn34)C(=O)C(=O)N2CCCN(C)C)c1 (centres undefined)	91	/	104	88
COc1ccccc1NC(=O)CN1CCN(CC(=O)Nc2ccccc2F)CC1	93	/	95	91

Following part.
Letters: A = HUVEC inhibit; B = PostGolgi ctrl; C = Lung fibro prol; D = H69AR growth 86K
> COc1ccccc1CNC(=O)c1cnc2sccn2c1=O
  A = 98	B = /	C = 100	D = 90

> Nc1nc(F)nc2c1ncn2[C@@H]1O[C@H](CO)[C@@H](O)[C@@H]1O
  A = 97	B = /	C = 96	D = 96

> CC(=O)NCCCCCCNC(C)=O
  A = 95	B = /	C = 99	D = 90

> CC1Cc2ccccc2N1C(=O)CSc1nnc(-c2ccc(S(=O)(=O)N3CCCCC3)cc2)o1 (centres undefined)
  A = 50	B = /	C = 94	D = 29*

> C/C(=N\O)C(=O)NCCCn1ccnc1
  A = 102	B = /	C = 98	D = 88

> Cc1nc2ccccn2c1/C(O)=C1\C(=O)C(=O)N(CCCN(C)C)C1c1ccc(Cl)cc1 (centres undefined)
  A = 95	B = /	C = 100	D = 107

> COc1ccc(-c2nnc3n2N=C(c2ccccc2)CS3)cc1OC
  A = 32	B = /	C = 15*	D = 54

> CCN(CC)CCN1C(=O)C(=O)/C(=C(/O)c2ccc(Cl)cc2)C1c1ccncc1 (centres undefined)
  A = 89	B = /	C = 102	D = 90

> CCc1nc(N2CCN(c3nc(C)cc(C)n3)CC2)c2oc3ccccc3c2n1
  A = 93	B = /	C = 96	D = 81

> CCN1C(=O)C(C(=O)NC(C)c2ccccc2)C2CC1(C)Oc1ccccc12 (centres undefined)
  A = 113	B = /	C = 104	D = 104

> COc1cccc(CNC(=O)c2nnn(CC(=O)Nc3ccc(C)c(C)c3)c2N)c1
  A = 74	B = /	C = 59	D = 51

> O=Cc1ccc(O)c(O)c1
  A = 81	B = /	C = 94	D = 76

> Cc1ccc2c(c1)N(CCCC(=O)NCCCN1CCCC1=O)C(=O)CO2
  A = 97	B = /	C = 101	D = 95

> Cc1csc2ncc(C(=O)Nc3ccccc3Cl)c(=O)n12
  A = 64	B = /	C = 82	D = 29*

> CC(=O)C1=C(O)C(=O)N(c2cccc(C(=O)O)c2)C1c1ccc(F)cc1 (centres undefined)
  A = 112	B = /	C = 100	D = 101

> CC1CCCN(c2nc3c(c(=O)[nH]c(=O)n3C)n2CCSc2ncccn2)C1 (centres undefined)
  A = 59	B = /	C = 92	D = 88

> CC(C)(C)c1ccc(C(O)CCCN2CCC(C(O)(c3ccccc3)c3ccccc3)CC2)cc1 (centres undefined)
  A = 2.4*	B = /	C = 2.6*	D = 0.8*

> CCOc1cc(NC(=O)C2CC2)c(OCC)cc1NC(=O)c1cccnc1
  A = 86	B = /	C = 100	D = 89

> O=C(CCCCC(=O)N1CCN(c2ccccc2)CC1)N1CCN(c2ccccc2)CC1
  A = 89	B = /	C = 99	D = 91

> COc1ccc(NC(=O)C2CCN(S(=O)(=O)c3ccc(OC)c(OC)c3)CC2)c(OC)c1
  A = 102	B = /	C = 104	D = 94

> CCCCCCCC(=O)OCC(O)CO (centres undefined)
  A = 97	B = /	C = 104	D = 93

> CCn1c(SCC(=O)N2CCCc3ccccc32)nc2c(c1=O)SC(C)C2 (centres undefined)
  A = 85	B = /	C = 87	D = 52

> Cc1ccc(CN2C(=O)/C(=C3\SC(N4CCOCC4)=NC3=O)c3cc(Br)ccc32)cc1
  A = 64	B = /	C = 98	D = 40

> O=C(c1ccc(C(=O)N2CCN(c3ccccc3F)CC2)nc1)N1CCN(c2ccccc2F)CC1
  A = 100	B = /	C = 104	D = 114

> O=C(c1cc2ccccc2oc1=O)N1CCCN(C(=O)c2cc3ccccc3oc2=O)CC1
  A = 94	B = /	C = 98	D = 99

> CN1[C@@H]2CC(OC(=O)[C@H](CO)c3ccccc3)C[C@H]1[C@@H]1O[C@@H]12 (some centres undefined)
  A = 95	B = /	C = 103	D = 98

> CCOC(=O)N1CCN(C(=O)c2cn(C)c3ccc(S(=O)(=O)N4CCCC4)cc3c2=O)CC1
  A = 90	B = 7	C = /	D = 107

> COC(=O)Cn1c(C)nc(=O)c(-c2ccccc2)c1C
  A = 94	B = -3	C = /	D = 84

> CCOC(=O)Cc1c(C)nc2c(-c3ccc(Cl)cc3)c[nH]n2c1=O
  A = 57	B = -2	C = /	D = 23*

> CCn1cc(C(=O)N2CCN(C3CCCCC3)CC2)c2cc(OC)c(OC)cc2c1=O
  A = 112	B = 16	C = /	D = 102

> COc1ccc(C2NC(=O)NC(C)=C2C(=O)Nc2cc(C)ccc2C)cc1OC (centres undefined)
  A = 99	B = -1	C = /	D = 96

> CN1CCN(C(=O)c2c(O)c3cccc4c3n(c2=O)CC4)CC1
  A = 99	B = 5	C = /	D = 107

> CCN(CC)S(=O)(=O)c1cccc(C(=O)Nc2ccc(C#N)cc2)c1
  A = 86	B = 12	C = /	D = 80

> Cc1ccccc1CN1C(=O)CSc2ccc(C(=O)N3CCOCC3)cc21
  A = 103	B = 14	C = /	D = 77

> O=C1CC(N2CCOCC2)C(=O)N1c1cc(Cl)cc(Cl)c1 (centres undefined)
  A = 95	B = -1	C = /	D = 75

> C/C=C/Cn1c(SC)nc2c1c(=O)[nH]c(=O)n2C
  A = 86	B = -7	C = /	D = 101

> O=C(NCc1ccc2c(c1)OCO2)c1cccc(Cl)c1
  A = 102	B = 2	C = /	D = 107

> CCN(CC)C(=O)c1cncc(C(=O)N(CC)CC)c1-c1ccccc1
  A = 112	B = 2	C = /	D = 102

> CC1(C)CC(N2CCC(=O)N(C3CC(C)(C)NC(C)(C)C3)C2)CC(C)(C)N1
  A = 98	B = 10	C = /	D = 97

> O=C(C1CCCO1)N1CCN(S(=O)(=O)c2cccc3nsnc23)CC1 (centres undefined)
  A = 96	B = 19	C = /	D = 76

> CS(=O)(=O)c1ncc(Cl)c(C(=O)Nc2ccc(N3CCOCC3)cc2)n1
  A = 37	B = 14	C = /	D = 0.2*

> Cc1ccc(NC(=O)c2cc(NC(=O)C3CC=CCC3C(=O)O)ccc2N2CCOCC2)cc1 (centres undefined)
  A = 97	B = -7	C = /	D = 80

Three consecutive records already listed:
Letters: A = HUVEC inhibit; B = PostGolgi ctrl; C = Lung fibro prol; D = H69AR growth 86K
> O=C(C1CCCO1)N1CCN(S(=O)(=O)c2cccc3nsnc23)CC1 (centres undefined)
  A = 96	B = 19	C = /	D = 76

> CS(=O)(=O)c1ncc(Cl)c(C(=O)Nc2ccc(N3CCOCC3)cc2)n1
  A = 37	B = 14	C = /	D = 0.2*

> Cc1ccc(NC(=O)c2cc(NC(=O)C3CC=CCC3C(=O)O)ccc2N2CCOCC2)cc1 (centres undefined)
  A = 97	B = -7	C = /	D = 80

An excerpt (hit frequency here may not be typical).
